# Source: PubChem BioAssay (National Center for Advancing Translational Sciences (NCATS))
# TDP1 cell CPT – qHTS for Inhibitors of human tyrosyl-DNA phosphodiesterase 1 (TDP1): qHTS in cells in presence of CPT | chicken DT40 Tdp1-/-;hTDP1 cells + 20 nM CPT, ATP luminescence, 48 h | 420,000 tested, 12% active | Potency, µM (titrated, usually from 46.2 µM), inactives show top-dose activity change, negative = growth inhibition, usual class: inhibitors; further: nearly all actives have a fitted effect of over 55% in size
#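 Cell growth measured by CellTiter-Glo luminescence after a minimum 48 h, 37 C compound exposure with 20 nM CPT in Tdp1-knockout DT40 cells stably expressing hTDP1, seeded 400/well; qHTS titration format.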
# FEN1 inhibitor – qHTS Assay for the Inhibitors of Human Flap endonuclease 1 (FEN1) | P39748 | Recombinant FEN1 flap cleavage, fluorescence, 15 min | Potency, µM (doses to about 114 µM), for inactives: at the top dose activity change, negative = inhibition, usual class: inhibitors | 390,000 tested, 0.35% active | AID 588795, 2011; further: nearly all actives have a fitted effect of over 65% in size
# Target sequence (P39748 whole entry, looked up): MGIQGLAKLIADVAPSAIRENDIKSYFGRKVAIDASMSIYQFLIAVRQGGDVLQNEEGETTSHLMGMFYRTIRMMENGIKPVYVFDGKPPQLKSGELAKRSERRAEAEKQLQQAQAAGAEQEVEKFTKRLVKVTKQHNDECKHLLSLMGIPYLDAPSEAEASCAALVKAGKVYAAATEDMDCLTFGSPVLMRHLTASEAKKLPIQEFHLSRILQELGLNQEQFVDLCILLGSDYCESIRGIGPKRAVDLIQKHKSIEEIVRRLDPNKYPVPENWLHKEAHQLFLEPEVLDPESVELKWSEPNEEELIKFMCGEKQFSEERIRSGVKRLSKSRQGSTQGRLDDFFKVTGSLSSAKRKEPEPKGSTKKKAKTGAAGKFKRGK
#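 Potency values derive from four-parameter Hill fits of normalized qHTS data. The reaction used 10 nM FEN1 preincubated 15 min at room temperature with compound, then 50 nM DNA substrate, read at 0 and 15 min.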
# KAT2A inh – qHTS Assay for Inhibitors of GCN5L2 | Histone acetyltransferase KAT2A (Homo sapiens), Q92830 | GCN5L2 HAT assay, ThioGlo1 CoA-SH fluorescence | Potency, µM (top dose mostly 58.9 µM), for inactives: top-dose activity change, negative = inhibition, usual class: inhibitors | 390,000 tested, 0.21% active | AID 504327, 2011
#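 Preincubate 20nM GCN5L2 with compound 15 min, RT → add 50uM ThioGlo1 + 75uM H3(1-25) + 70uM acetyl-CoA → read fluorescence 0 and 20 min. Primary qHTS; fluorescent artifacts likely.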
# An asterisk follows results filed as active; ? = inconclusive; · = not tested or not shown; & = joins results of further samples; [ ] = another dose, or the depositor's remark. The call rests on the fitted dose curve; in most records, active means well fitted curve in the direction sought with a large enough effect; inconclusive means small, poorly fitted or top-dose-only effect, or another doubt; inactive means no such curve, though single readings can be large; an effect the other way counts as inactive or inconclusive. On the % scale 0 is the no-effect control and ±100 the full control effect; potency means the concentration at half of the fitted maximal effect. This is a subset (hit frequency here may not be typical).
SMILES,TDP1 cell CPT,FEN1 inhibitor,KAT2A inh
CCOc1ccc(-c2nc(C(N)=O)c3c(n2)n(-c2ccc4c(c2)OCO4)c(=O)n3CC)cc1,13%,14%,-3%
CCn1cc(/C=N/NC(=O)c2cc3c(ccc4ccccc43)o2)c2ccccc21,?,2%,-11%
COc1ccc(CC(=O)NC(=S)Nc2cccc(C)c2)cc1,-1%,0%,·
CCc1ccccc1N(C)S(=O)(=O)c1ccc2[nH]cc(C(=O)O)c(=O)c2c1,-1%,1%,-3%
Cc1cc(C)c(S(=O)(=O)Nc2ccc3oc(C)c(C(=O)OC(C)C)c3c2)cc1C,?,-4%,-26%
Cc1ccccc1NC(=O)C(=O)NCCc1c[nH]c2ccccc12,-3%,5%,-11%
O=C(CCC(=O)NCc1ccccc1)NCc1ccccc1,1%,-13%,0%
O=C(NC(C(=O)NCCN1CCOCC1)C12CC3CC(CC(C3)C1)C2)C1CCCCC1 (stereo not given),-6%,-5%,-16%
O=C(Nc1ccc(Br)cc1F)N1CC=C(c2c[nH]c3ccccc23)CC1,0.65µM*,-2%,-3%
CCc1ccc(-n2c(=S)sc3c(=O)n(-c4ccccc4)c(SCC(=O)O)nc32)cc1,36%[activator],-10%,1%
COc1ccc2c(c1OC)C(=O)N1C2SC[C@H]1C(=O)NC1CC(C)(C)NC(C)(C)C1 (stereo not given in full),4%,-10%,1%
Cc1oc(-c2ccc(Cl)cc2)nc1CN1CCCC(C(=O)NCCc2ccccc2)C1 (stereo not given),8.2µM*,6%,-4%
O=C(O)Cn1nc(C(F)(F)F)c2c1CCCCC2,3%,5%,-8%
COc1ccc(CN2CC[C@H]3C=CCc4cccc(c43)C2)cc1,?,-16%,-3%
COc1ccc(C(CNC(=O)c2cccc(NS(=O)(=O)c3ccccc3)c2)N2CCCC2)cc1 (stereo not given),?,-6%,·
O=C(CSc1nc(=O)n2ccccc2n1)NCCc1ccccc1,10%,-11%,-11%
CCOc1ccc(S(=O)(=O)NCC(=O)OCc2nnc(-c3ccccc3)o2)cc1,-13%,-8%,1%
Nc1ccc2c(c1)C(=O)N(c1cccc3ccccc13)C2=O,0%,-4%,0%
COc1ccc(CCNC(=O)c2c(-c3ccccc3Cl)noc2C)cc1,-25%,-18%,-2%
Cc1ccc(C(=O)COC(=O)CNC(=O)c2cccs2)cc1,-17%,-9%,·

# Exported with values under each structure: part of the list above.
# Results follow in this order: TDP1 cell CPT	FEN1 inhibitor	KAT2A inh
Cc1cc(C)c(S(=O)(=O)Nc2ccc3oc(C)c(C(=O)OC(C)C)c3c2)cc1C
  ?	-4%	-26%
Cc1ccccc1NC(=O)C(=O)NCCc1c[nH]c2ccccc12
  -3%	5%	-11%
O=C(CCC(=O)NCc1ccccc1)NCc1ccccc1
  1%	-13%	0%

# The results go on.
SMILES,TDP1 cell CPT,FEN1 inhibitor,KAT2A inh
O=C(NCc1ccncc1)c1cccc(S(=O)(=O)N2CCc3ccccc32)c1,21µM*,-12%,-5%
CCN(CC)C(=O)c1cnn(-c2ccccc2)c1NC(=O)c1cccc(F)c1,-9%,-9%,-8%
Cc1ccc(S(=O)(=O)Nc2ccc3ncccc3c2[N+](=O)[O-])cc1,-5%,2%,·
O=c1c2cccnc2[nH]c(=S)n1Cc1ccccc1,4%,2%,0%
CS(=O)(=O)c1ccc(NC(=O)COc2ccccc2C(=O)Nc2ccccc2)cc1,20µM*,1%,·
Cc1noc(C)c1C(=O)N1CC(C)OC(C)C1 (stereo not given),4%,8%,0%
CCc1c(C#N)c(SCc2c(C)noc2C)nc2c1C(=O)CC(C)(C)C2,26µM*,-1%,-8%
O=C(Cc1cccs1)N1CCN=C1SCc1ccc(Br)cc1,?,-9%,-18%
CC(C)NC(=S)N/N=C/c1cccs1,0.92µM*,0%,-5%
O=C(CSc1ncccn1)NC(=O)NCc1ccccc1,0%,-7%,-12%
O=C(CCc1cn(Cc2ccc(F)cc2)c2ccccc12)NCCc1ccc(Cl)cc1,?,5%,-4%
CC(C)C[C@@H](CN)NC(=O)c1nc[nH]c1C(=O)N[C@@H](Cc1ccccc1)C(=O)CNC[C@H](C)NC(=O)c1nc[nH]c1C(=O)N[C@@H](CC(=O)O)C(=O)O,10%,0%,·
O=S(=O)(c1ccccc1)N(CC(O)CN1CCOCC1)c1ccccc1 (stereo not given),26%,-1%,-1%
COc1ccccc1NC(=O)N1CCN(c2nnc(C)c3c(C)n(-c4ccc(Cl)cc4)nc23)CC1,1%,1%,-5%
O=C(/C=C/c1cccc([N+](=O)[O-])c1)Nc1cccc(NC(=O)c2cccs2)c1,5.8µM*,-19%,-9%
CCN(CC)C1CCN(Cc2c(C(=O)N3CCCCCCC3)nc3ccc(Cl)cn23)C1 (stereo not given),0%,-8%,-5%
COC(=O)c1cc(C(=O)NCCC(C)C)cc([N+](=O)[O-])c1,12%,-4%,-3%
COc1cc(/C=C2\C(=N)N3N=CSC3=NC2=O)ccc1OS(=O)(=O)c1ccccc1,?,9%,-5%
Cc1cccc(NC(c2ccccc2C)c2ccc3ccc(C)nc3c2O)n1 (stereo not given),?,-17%,-17%
CC1(NC(=O)Cc2csc(-c3ccc(Cl)cc3)n2)CCS(=O)(=O)C1 (stereo not given),?,-12%,-5%
CCn1cc(C(=O)NCCCN2CCCC(C)C2)c(=O)c2cc(S(=O)(=O)N3CCOCC3)ccc21 (stereo not given),0%,-1%,-4%
O=C(CCN1C(=O)c2ccccc2C1=O)Nc1ccccc1C(=O)N1CCOCC1,-2%,-5%,0%
O=C(NCCc1c[nH]c2ccccc12)c1cccc(S(=O)(=O)Nc2ccccc2Cl)c1,-20%,2%,1%
COCCCn1c(SCC(=O)Nc2cccc(C)n2)nnc1-c1ccco1,-8%,7%,2%
CC1CCN(C(=O)Cn2cnc3c2c(=O)n(C)c(=O)n3C)c2ccccc2S1 (stereo not given),?,-13%,-4%
COCCNC(=S)N1CCN(Cc2cccc(OC)c2)CC1,-20%,19%,-1%
Cc1ccc(S(=O)(=O)N2CCCCC2)cc1NC(=O)CSc1nncn1-c1ccccc1,5%,1%,5%
Cc1cc2c(=O)[nH]cnc2s1,17%,-9%,-2%
CCCn1c(N)c(C(=O)CSc2nc(C)cs2)c(=O)[nH]c1=O,?,1%,-7%
CCN(CC)CCn1c2c(c(SCC(=O)Nc3ccc(C(C)C)cc3)nc1=O)CCCC2,?,-2%,0%
O=C1c2ccccc2S(=O)(=O)N1CC(O)Cn1c2ccccc2c2ccccc21 (stereo not given),6%,-10%,-15%
COc1ccc(CC(NC(C)=O)C(=O)N2CCN(C(=O)Nc3ccc(Cl)cc3)CC2)cc1OC (stereo not given),-22%,8%,-4%
CCOc1ccc(NC(=O)C2CC(=O)N(CCc3ccccc3)C2)cc1OC (stereo not given),8%,-1%,-4%
Cc1ccc(SCC(=O)Nc2ccc3oc(-c4ccccc4C)nc3c2)cc1,-26%,15%,-16%
CCCNC(=O)c1onc(CSc2ccncc2)c1C(=O)NCCC,2%,-8%,5%
Cc1ccc(N(C)S(=O)(=O)c2nnc(NC(=O)C3CCCCC3)s2)cc1,4%,-13%,0%
Cc1cn2c(=O)c(S(=O)(=O)NCCc3ccccc3)c(C)nc2s1,-23%,19%,-7%
O=C(NCCCN1CCCCC1)c1ccc2c(c1)NC(=O)C(N1CCCCC1)S2 (stereo not given),?,-2%,3%
Cn1c(=O)[nH]c(=O)c2c1nc(NC1CCCC1)n2Cc1ccccc1,?,-4%,-13%
CCN(CC)CCNC(=O)C(C)c1nn(C)c(=O)c2ccccc12 (stereo not given),-1%,-2%,?
CC(=O)COc1ccc(-c2csnn2)cc1,7%,-1%,19%
Cc1ccc(S(=O)CCNC(=O)Cc2ccccc2)cc1 (stereo not given),0%,-2%,-1%
O=C(COc1ccc(-n2cnnn2)cc1)N1CCN(c2ccc(F)cc2)CC1,?,1%,-6%
CCN(CC)c1ccc(/C=C/c2ccccn2)cc1,0.18µM*,?,·
COc1ccc(OC)c(CNC(=O)CCCn2ccc3cc(S(=O)(=O)N4CCCC4)ccc32)c1,15µM*,10%&16%,1%&-2%
Cc1onc(-c2ccccc2Cl)c1C(=O)OCC(=O)Nc1cccc(S(=O)(=O)N2CCOCC2)c1,?,-11%,-12%
COc1cccc(-c2cc(NCc3cccs3)ncn2)c1,?,·,-23%
O=c1c(Cl)c(Nc2cccc(Cl)c2)cnn1-c1nc2ccccc2s1,-39%,-13%,-2%
CCOc1ccccc1-c1c2cc(O)c(=O)cc-2oc2cc(O)c(O)cc12,23µM*,20µM*,1%
O=C(O)CC1(CC(=O)NCc2ccccn2)CCCCC1,1%,0%,-7%
O=C(CCN1CCCC1)c1cccs1,0.73µM*,19%,3%
Cc1cccc(Oc2ccc(NC(=O)C3=CC=CN4CCS(=O)(=O)N=C34)cc2)c1,?,-16%,-17%
CCCNC(=O)C12CCC(C)(C(=O)O1)C2(C)C (stereo not given),2%,7%,-1%
O=C(c1ccc(Cl)s1)N1CCN(c2ncccn2)CC1,-26%,-12%,-4%
Cc1cc(C(=O)Nc2cccnc2)no1,?,0%,0%
O=C(O)C(Cc1c[nH]c2ccccc12)NS(=O)(=O)c1ccc2ccccc2c1 (stereo not given),-23%,20%,2%
Fc1ccc(Nc2nc(-c3ccc(F)cc3)c3c(n2)-c2ccccc2OC3)cc1,?,-3%,-21%
COc1cc(/C=C2/C(=N)N3C=CSC3=NC2=O)ccc1OCCOc1ccc(NC(C)=O)cc1,2%,-9%,-14%
CCCS(=O)(=O)N1CCN(Cc2ccc3c(c2)c2ccccc2n3CC)CC1,21µM*,-8%,-16%
S=C1NC[C@H](Cc2ccccc2)N1CC1CCN(CCCC2CCCC2)CC1,?,15%,·

# Whole records, looked up by structure:
# S=C1NC[C@H](Cc2ccccc2)N1CC1CCN(CCCC2CCCC2)CC1 reads TDP1 cell CPT = ?; FEN1 inhibitor = 15%; KAT2A inh = ·
# CCCNC(=O)C12CCC(C)(C(=O)O1)C2(C)C (stereo not given) reads TDP1 cell CPT = 2%; FEN1 inhibitor = 7%; KAT2A inh = -1%

# Later entries.
SMILES,TDP1 cell CPT,FEN1 inhibitor,KAT2A inh
O=C(N/N=C/c1cn[nH]c1-c1ccccc1)c1ccco1,-5%,4%,0%
CN(C)CCN(C(=O)c1ccccc1Cl)c1nc2c(Cl)cccc2s1,?,-10%,-7%
O=S(=O)(c1ccc(Cl)cc1)N1CCCC1c1nc2ccccc2s1 (stereo not given),-23%,15%,-4%
CCN(CC)c1ccc(CC(=O)NC(C)Cc2ccccc2)cc1 (stereo not given),?,9%,-17%
O=C(CCCC(=O)NCc1ccccc1)NCc1ccccc1,?,-3%,1%
NC(=O)[C@H]1CC2(CC(c3cccc(NC(=O)c4ccccc4)c3)=NO2)CN1C(=O)[C@H]1CCC(=O)N1 (stereo not given in full),-4%,27%,-2%
CCc1ccc(N(CC)C(=O)c2ccc3c(=O)n4c(nc3c2)CCCCC4)cc1,?,-16%,-6%
CCOC(=O)C1CCN(C(=O)COC(=O)c2ccccc2OCC)CC1,8%,-1%,1%
COc1cc(-c2ccccc2)[nH]c(=S)n1,?,5%,-2%
CCN(CC)CCNc1nc(-c2ccco2)c2c(c1C#N)CC(C)(C)OC2,7%,2%,3%
CC(=O)Nc1cccc(NC(=O)c2ccccc2OCc2c(C)noc2C)c1,-25%,10%,3%
CCCCCCC(C)n1[nH]c(=O)c2c(C)cc(C)nc21 (stereo not given),?,-16%,-6%
CC(Sc1nnnn1C)C(=O)NC1CCCc2ccccc21 (stereo not given),9%,18%,-1%
Cc1cccc(-c2noc(CN(C(=O)c3ccc4c(c3)OCO4)C(C)C)n2)c1,18µM*,-21%,0%
Cc1ccc(CNC(=O)CSc2nc3ccsc3c(=O)n2Cc2ccc(C(=O)O)cc2)cc1,-1%,-16%,-2%

# Reformatted: entries from further up
structure | TDP1 cell CPT | FEN1 inhibitor | KAT2A inh
O=C(CCc1cn(Cc2ccc(F)cc2)c2ccccc12)NCCc1ccc(Cl)cc1 | ? | 5% | -4%
O=C(O)CC1(CC(=O)NCc2ccccn2)CCCCC1 | 1% | 0% | -7%
CCN(CC)CCNc1nc(-c2ccco2)c2c(c1C#N)CC(C)(C)OC2 | 7% | 2% | 3%
COc1ccc2c(c1OC)C(=O)N1C2SC[C@H]1C(=O)NC1CC(C)(C)NC(C)(C)C1 (stereo not given in full) | 4% | -10% | 1%

# Rewritten with values under each structure: part of the list above
# Sequence of screens: TDP1 cell CPT	FEN1 inhibitor	KAT2A inh
CC(=O)Nc1cccc(NC(=O)c2ccccc2OCc2c(C)noc2C)c1
  -25%	10%	3%
O=C(CCCC(=O)NCc1ccccc1)NCc1ccccc1
  ?	-3%	1%
